Screens: PubChem BioAssay, several laboratories
EBV LMP1 NFkB = reduces LMP1-driven NF-kappaB luciferase signal. LMP1-induced NF-kappaB luciferase reporter cells, luminescence. inhibition, % at 12.5 µM. hit rate 0.69% among 350,000. AID 504558; in the data active = inhibition above about 41%;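 note: 0% = neutral control wells and 100% = reference inhibitor control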
C8 TRAIL sens = sensitizes caspase-8 expressing cells to TRAIL; NB7+C8 cells + TRAIL, ATPlite viability luminescence; inhibition (viability loss, TRAIL sensitization), % at 10 µM; hit rate 1% among 360,000;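 active = compounds causing at least 50% loss of cell viability in the single-dose screen, relative to plate controls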
Vif imaging = blocks HIV Vif function. HEK293T cells, Vif self-association by quenched fluorescence, imaging, 24 h. inhibition, % at 7.49 µM. hit rate 0.35% among 340,000. AID 602346; in the data active = inhibition above about 50%, passing the limit was not always enough; note: some results filed as inactive read as strong as hits
COUP-TFII inh = blocks human COUP-TFII nuclear receptor; P24468; HEK293T NGFI-A luciferase reporter, luminescence; inhibition, % at 8.6 µM; hit rate 0.7% among 370,000; AID 686940;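 active = inhibition above a per-plate cutoff, mean inhibition of test wells between control levels plus 3 SD, cut at about 38% in these data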;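 note: cells cotransfected with COUP-TFII expression vector driving the NGFI-A reporter; 0% = median of COUP-TF2 test wells and 100% = reporter-only cells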
NOD2 RIPK2 PPI = blocks binding of human NOD2 to RIPK2; AID 624267; CHO BLA complementation NOD2-RIPK2, CCF4 ratio; inhibition, % at 4.98 µM; hit rate 0.38% among 360,000; in the data active = inhibition above about 21%;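 note: 0% = vehicle only and 100% = reference blocker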
LRH-1 inv ag = NR5A2 inverse agonism in reporter assay. HEK293T StAR-luciferase reporter, LRH-1 transfected, 24 h. inhibition, % at 3.6 µM. hit rate 0.13% among 360,000;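 active = inhibition above the mean inhibition of all tested compounds plus 3 SD, cut at about 73% in these data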;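 note: 0% = DMSO wells and 100% = reporter-only cells lacking LRH-1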
TROY signal inh = blocks TROY-dependent signaling in reporter cells. Q293 LMP1-TROYcd NF-kB luciferase reporter, 4 h. AID 1347056. hit rate 0.98% among 360,000. inhibition, % at 10 µM;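 active = compounds whose plate-normalised and pattern-corrected inhibition of the luciferase reporter signal at the single screening dose is 50% or more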
SRC1 inh = human NCOA1 inhibition | HEK293 GAL4-SRC1 luciferase reporter, luminescence | inhibition, % at 3.6 µM | hit rate 0.12% among 360,000 | Q15788;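 active = inhibition above the campaign mean plus 3 SD, with each screening campaign given its own cutoff, cut at about 60% in these data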;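 note: 0% = DMSO treated cells and 100% = gossypol at 36 µM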
TLR9-MyD88 block = blocks human TLR9 binding to MyD88 | Q9NR96+Q99836 | CHO BLA complementation TLR9-MyD88, CCF4 FRET ratio | inhibition, % at 4.98 µM | hit rate 0.21% among 340,000 | AID 504734;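 active = inhibition above the mean over all tested compounds plus 3 SD, cut at about 21% in these data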;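 note: 0% = DMSO only wells and 100% = clavulanate BLA inhibitor control wells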
NCOA3 inh = human NCOA3 inhibition | Q9Y6Q9 | HEK293 GAL4-SRC3 luciferase reporter, luminescence | inhibition, % at 3.6 µM | hit rate 0.17% among 360,000 | AID 588352;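 active = inhibition above a per-campaign cutoff, the mean of all compounds plus 3 SD, cut at about 60% in these data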;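 note: 0% = DMSO-treated cells and 100% = gossypol-treated cells at 36 µM; higher means less SRC3-driven luciferase light from the GAL4 reporter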
NCOA2 inhibitor = inhibits human steroid receptor coactivator 2. inhibition, % at 9 µM. HEK293 GAL4-SRC2 luciferase reporter, luminescence. AID 651957. hit rate 0.17% among 370,000. Q15596;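 active = inhibition above the mean inhibition of all tested compounds plus 3 SD, set per campaign, cut at about 52% in these data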;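 note: 0% = DMSO treated cells and 100% = cells given Gossypol at 36 µM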
* = called active by the depositor; nt = not tested or not shown. The list is partial (hit frequency here may not be typical).

SMILES | EBV LMP1 NFkB | C8 TRAIL sens | Vif imaging | COUP-TFII inh | NOD2 RIPK2 PPI | LRH-1 inv ag | TROY signal inh | SRC1 inh | TLR9-MyD88 block | NCOA3 inh | NCOA2 inhibitor
Cn1c(Cn2cnc([N+](=O)[O-])n2)nnc1SCC(=O)Nc1cccc(Cl)c1 | -5 | -5 | 3 | -4 | 6 | 7 | 2 | -13 | -4 | 4 | -39
O=C(COC(=O)c1ccco1)Nc1cccc(S(=O)(=O)N2CCOCC2)c1 | -4 | 8 | -9 | -24 | -2 | 8 | 0 | -20 | -7 | 8 | 3
COC(=O)c1ccc(C)c(NC(=O)C(CCSC)NC(=O)c2cc(OC)c(OC)c(OC)c2)c1 (stereo not drawn) | 4 | 3 | -10 | -25 | -2 | 24 | -5 | 4 | -18 | 3 | -12
CC(=O)Nc1ccc(N2CCOCC2)c(Cl)c1 | -4 | 2 | 1 | 1 | 5 | 10 | -6 | 5 | 3 | 13 | 9
O=C(Nc1ccc(N2CCN(C(=O)c3cccs3)CC2)cc1)c1ccccc1F | 3 | 16 | 10 | 17 | -12 | -8 | 6 | 9 | 5 | 10 | 4
Cc1csc(=O)n1CC(=O)OCC(=O)NCc1ccccc1 | -8 | -15 | -6 | 0 | -9 | -4 | 8 | 8 | -1 | 12 | -19
COC(=O)C1=C[C@@H](C(=O)OC)[C@@H]2C3=C(C(=O)[C@@]2(C)NC(=O)c2ccccc2)[C@H](C)n2c(=O)n(C)c(=O)n2[C@@H]3C1 | -4 | -17 | 6 | 5 | 4 | 17 | -10 | 11 | -9 | 6 | -42
COC/C=C/C1=CC2=CC(=O)C(C)(OC(=O)c3cnc4ccccc4n3)C(=O)C2=CN1Cc1ccccc1 (stereo not drawn) | -7 | -6 | -5 | 9 | -5 | -3 | 11 | -14 | -7 | -9 | -29
O=C(CCCn1c(SCC(=O)Nc2ccccc2C(F)(F)F)nc2ccccc2c1=O)NCC1CCCO1 (stereo not drawn) | 1 | 15 | 2 | -20 | 6 | -19 | -3 | 5 | -14 | -2 | 12
CC(=O)Nc1cccc(-c2ccnc3c2CC(C)(C(=O)Nc2cccnc2)O3)c1 (stereo not drawn) | nt | -13 | 8 | -3 | -2 | 28 | -13 | 1 | nt | -15 | -23
CCOC(=O)C1=C(C)NC(=O)C(C(N)=O)C1c1ccccc1 (stereo not drawn) | -3 | -4 | -14 | 1 | 8 | -12 | -14 | -5 | -1 | -8 | 22
Cc1ccc2cc(C#N)c(N3CCCN(C(=O)c4cnccn4)CC3)nc2c1 | -8 | -3 | 0 | 0 | -9 | 6 | 2 | 1 | 6 | -8 | 18
Cc1ccc(NC(=O)CSCC(=O)Nc2ncc3c(n2)CC(c2ccco2)CC3=O)cc1 (stereo not drawn) | -8 | -3 | 4 | -6 | 5 | -16 | 9 | 10 | 9 | -3 | -4
COC(=O)c1c(C)[nH]c(C(=O)CN2CCOCC2)c1C | -21 | -1 | 0 | 0 | -11 | 0 | -13 | -11 | -5 | 3 | -17
COc1ccc([C@@H]2[C@@H](C)N(c3ccccc3)c3ccccc3C(=O)N2Cc2ccccc2)cc1 | -7 | -2 | -3 | 3 | -13 | -1 | 20 | -11 | 6 | -15 | 0
O=C(CSCc1ccc([N+](=O)[O-])cc1)N/N=C/c1ccncc1 | 7 | -4 | 4 | 7 | 6 | 7 | -6 | 13 | -8 | 6 | -12
OC[C@@H]1CN(Cc2ccc3c(c2)OCO3)C[C@H](n2cnc3c(NCc4ccco4)ncnc32)O1 | nt | 7 | -3 | 21 | 0 | 35 | 2 | 0 | nt | 0 | -23
CN1C(=O)N(C)c2cccc3cccc1c23 | 6 | -9 | 1 | -10 | 10 | -3 | 14 | -15 | -14 | 7 | 3
COc1ccc(N2CCN(C(=O)c3ccc(N(C)S(=O)(=O)c4ccc(OC)cc4)cc3)CC2)cc1 | 5 | 3 | -5 | 12 | 2 | 16 | -5 | -5 | 2 | -6 | 6
CC(C)CCn1nc(C(=O)OC(C)C(=O)NC(N)=O)c2ccccc2c1=O (stereo not drawn) | 3 | -4 | nt | 2 | 5 | 14 | 11 | 10 | 7 | 6 | 24
Cc1ccc(-c2onc3ccc(C4OCCO4)cc23)cc1 | -14 | 12 | 0 | -44 | 0 | -158 | -61 | -77 | 14 | -35 | -35
Cc1nnc(SCC(=O)Nc2ccccc2N2CCOCC2)s1 | 2 | 2 | 18 | 2 | 6 | -2 | -3 | 6 | -32 | -10 | -2
CC#CC[N+](C)(C)CCCCCC | 5 | -1 | -5 | -22 | -10 | 6 | -48 | 3 | 1 | 10 | -15
CCCCCCC(O)(CCN1CCCCC1)c1ccccc1 (stereo not drawn) | 5 | 5 | 10 | 0 | 8 | 4 | -9 | -27 | -6 | 6 | -24
Cc1ccc(S(=O)(=O)N2CCC(=O)N([C@H](COCc3cccc(Cl)c3)C(C)C)CC2)cc1 | nt | -8 | nt | -2 | -2 | -12 | 4 | nt | nt | nt | -9

Molecules shown so far that have a furan ring, fused or not:
SMILES | EBV LMP1 NFkB | C8 TRAIL sens | Vif imaging | COUP-TFII inh | NOD2 RIPK2 PPI | LRH-1 inv ag | TROY signal inh | SRC1 inh | TLR9-MyD88 block | NCOA3 inh | NCOA2 inhibitor
O=C(COC(=O)c1ccco1)Nc1cccc(S(=O)(=O)N2CCOCC2)c1 | -4 | 8 | -9 | -24 | -2 | 8 | 0 | -20 | -7 | 8 | 3
Cc1ccc(NC(=O)CSCC(=O)Nc2ncc3c(n2)CC(c2ccco2)CC3=O)cc1 (stereo not drawn) | -8 | -3 | 4 | -6 | 5 | -16 | 9 | 10 | 9 | -3 | -4
OC[C@@H]1CN(Cc2ccc3c(c2)OCO3)C[C@H](n2cnc3c(NCc4ccco4)ncnc32)O1 | nt | 7 | -3 | 21 | 0 | 35 | 2 | 0 | nt | 0 | -23

Returning to the listing with the 3 entries that preceded the break.
SMILES | EBV LMP1 NFkB | C8 TRAIL sens | Vif imaging | COUP-TFII inh | NOD2 RIPK2 PPI | LRH-1 inv ag | TROY signal inh | SRC1 inh | TLR9-MyD88 block | NCOA3 inh | NCOA2 inhibitor
CC#CC[N+](C)(C)CCCCCC | 5 | -1 | -5 | -22 | -10 | 6 | -48 | 3 | 1 | 10 | -15
CCCCCCC(O)(CCN1CCCCC1)c1ccccc1 (stereo not drawn) | 5 | 5 | 10 | 0 | 8 | 4 | -9 | -27 | -6 | 6 | -24
Cc1ccc(S(=O)(=O)N2CCC(=O)N([C@H](COCc3cccc(Cl)c3)C(C)C)CC2)cc1 | nt | -8 | nt | -2 | -2 | -12 | 4 | nt | nt | nt | -9
N#Cc1c(N)nc(SCc2ccncc2)c(C#N)c1-c1cccs1 | 21 | 22 | 0 | -4 | -1 | 16 | 42 | -4 | -9 | 22 | -5
COc1ccc(C(c2nnnn2C2CCCCC2)N2CCN(C/C=C/c3ccccc3)CC2)cc1 (stereo not drawn) | nt | 5 | 0 | -10 | -3 | 2 | 21 | 12 | nt | 13 | -25
CN(C)S(=O)(=O)c1ccc(C(=O)NN2C(=O)NC3(CCCCC3)C2=O)cc1 | 4 | -1 | -6 | 5 | -5 | -15 | -14 | -25 | 4 | 13 | -17
Cc1[nH]c2ccccc2c1/C=N/NC(=O)c1ccccc1 | 8 | 15 | -6 | -26 | 4 | -77 | -38 | -36 | 3 | -50 | -34
CCOC(=O)COc1nc(OC)nc(N2CCOCC2)n1 | 0 | 2 | 2 | 8 | 6 | 11 | 2 | -6 | -4 | 4 | -22
CCOC(=O)c1nc(NCc2ccccc2C)c2ccccc2n1 | 2 | 0 | 3 | 1 | -2 | 6 | -10 | 5 | -15 | 13 | -12
O=c1ccc2ccc(O[C@@H]3O[C@H](CO)[C@@H](O)[C@H](O)[C@H]3O)c(O)c2o1 | 3 | -12 | nt | 13 | 11 | 6 | -20 | 3 | -4 | 8 | -49
CCOC(=O)CNC(=O)c1cn(CC)c(=O)c2cc(OC)c(OC)cc12 | -3 | 9 | 16 | 11 | -6 | 4 | -9 | 4 | 2 | 17 | -20
COc1ccc(NC(=O)c2ccc(NC(=O)CCS(=O)(=O)c3cccs3)cc2)cc1 | -6 | 8 | 0 | -20 | 0 | -1 | -4 | -13 | 0 | -31 | 2
CCc1nc(N2CCC3(CC2)OCCO3)c2nnn(Cc3ccccc3Cl)c2n1 | -3 | 4 | -1 | -5 | -3 | -20 | -15 | -11 | 8 | 9 | -8
C[C@H]1CN([C@@H](C)CO)S(=O)(=O)c2ccc(Br)cc2O[C@H]1CN(C)Cc1ccccc1F | -3 | 12 | -18 | -10 | -6 | -8 | 7 | 4 | -18 | 10 | 36
CCC(C)Sc1ccc([C@@H]2[C@@H]3C(=O)N(CC)C(=O)[C@@H]3[C@]3(C(=O)OC)CCCCN23)cc1OC (stereo partly drawn) | 6 | 10 | -7 | -5 | -5 | 17 | -8 | -10 | 0 | 10 | 28
COc1ccc(N/N=C(\C#N)C(=O)NCCc2ccc(OC)c(OC)c2)cc1 | 4 | -4 | 4 | -9 | 12 | -12 | -14 | 1 | -4 | -11 | 6
NS(=O)(=O)c1ccc(CCNc2ncnc3c2c(-c2ccccc2)cn3-c2ccc(F)cc2)cc1 | 3 | -1 | -6 | 14 | 1 | 3 | 24 | 7 | -2 | -11 | 12
O=C(COC(=O)c1cc(Br)ccc1Cl)NC1CCCC1 | 1 | -19 | 4 | 6 | -6 | 4 | -38 | 20 | 0 | 11 | -3
COCCN1Cc2cccc(C(=O)NCc3cccnc3)c2C1=O | 6 | 0 | -2 | 8 | 2 | 2 | 6 | -27 | -2 | 9 | 4
CCCCCCNC(=O)C(=O)NCCc1ccc(Cl)cc1 | -5 | -7 | -10 | -1 | -8 | -17 | -7 | -35 | 7 | 6 | -16
O=C(CCN1C(=O)/C(=C/c2ccccc2Cl)SC1=S)NCCc1ccc(O)cc1 | 2 | -1 | -3 | 2 | -4 | 10 | 14 | -16 | 8 | 3 | -17
CCNC(=O)C1(C)CCCN1C(=O)c1cc(C)on1 (stereo not drawn) | nt | 1 | -8 | 7 | 0 | 4 | 8 | 9 | nt | -12 | -14
Cc1ccc(-c2nc3c(c(SCC(=O)N4CCOCC4)n2)Cc2c(CO)cnc(C)c2O3)cc1 | 8 | 18 | -1 | -27 | -5 | -1 | 3 | -2 | 0 | 3 | -11
CN1CCN(c2ccc(Cl)cc2NC(=O)CC2OC(=O)c3ccccc32)CC1 (stereo not drawn) | 2 | 12 | nt | 13 | 2 | 3 | 22 | 25 | -8 | -6 | -19
O=C1CCCCC1Nc1ccc(Br)cc1 (stereo not drawn) | 5 | 0 | 4 | 10 | 6 | 2 | 4 | 3 | -11 | -3 | 1
O=C(NCc1ccco1)C(c1cccnc1)N(C(=O)Cn1nnc2ccccc21)c1ccc(F)cc1 (stereo not drawn) | -5 | -7 | 10 | 3 | -4 | 1 | 12 | 3 | -14 | 6 | -2
CCN(c1ccccc1)S(=O)(=O)c1ccc(Oc2ccc(C(C)=O)cc2OC)nc1 | 5 | 15 | 6 | -10 | 1 | 2 | 18 | 2 | -9 | 5 | 4
COc1cc(C(=O)NCCCN(C)C)ccc1OCC(=O)Nc1cccc(C(F)(F)F)c1 | 0 | -12 | -4 | -1 | -12 | -8 | -11 | 3 | nt | 12 | -31
